High-throughput results (PubChem)
D2 agonist – D2 dopamine receptor (human) agonism. actives 0.53% (n = 340,000). activation, % at 2 µM. AID 485358. HEK293 T-REx D2 cells, calcium flux agonist mode. P14416;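 active = activation over 3 SD above normal in the single-dose calcium agonist read, cut at about 30% in these data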; note: 0% is about no effect
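Agonism is scored from calcium flux in a force-coupled, inducible HEK293 cell line expressing D2, read kinetically for 180 s after compound addition against dopamine controls.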
D2 PAM – D2 dopamine receptor (human) potentiation. P14416. HEK293 T-REx D2, calcium flux, EC20 dopamine potentiation. potentiation, % at 10 µM. actives 0.34% (n = 340,000);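 active = potentiation over 3 SD above the plate norm, cut at about 30% in these data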; note: 0% is about no effect
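Cells plated with tetracycline inducer and held overnight at 30 C; calcium dye loaded 30–90 min at room temperature; baseline taken, compound added and read 180 s; EC20 dopamine then added and read 180 s.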
D1 antag – blocks dopamine activation of the human D1 receptor. HEK293 TREx D1 cells, calcium flux, dopamine EC80; stronger effect = lower value. activity change, negative = inhibition, % at 10 µM. actives 3.2% (n = 360,000). AID 504652; in the data active = activity change below about -30%; note: % is set by controls: 0 for no effect and ±100 for the full control effect
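Kinetic fluorescence of a calcium dye serves as the read-out. D1-expressing Hek293 Trex cells, induced overnight at 30 C, are exposed to compound for 180 s before an EC80 dopamine addition, then read 180 s further.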
RXFP1 antag – antagonists of human relaxin receptor RXFP1; HEK293-RXFP1, relaxin-stimulated cAMP HTRF, 30 min; stronger effect = lower value; actives 0.59% (n = 350,000); activity change, negative = inhibition, % at 57.5 µM; Q9HBX9;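 active = activity change of -60% or lower, but not beyond a set lower limit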; note: % is set by controls: 0 for no effect and ±100 for the full control effect
Target sequence (Q9HBX9 whole entry, looked up): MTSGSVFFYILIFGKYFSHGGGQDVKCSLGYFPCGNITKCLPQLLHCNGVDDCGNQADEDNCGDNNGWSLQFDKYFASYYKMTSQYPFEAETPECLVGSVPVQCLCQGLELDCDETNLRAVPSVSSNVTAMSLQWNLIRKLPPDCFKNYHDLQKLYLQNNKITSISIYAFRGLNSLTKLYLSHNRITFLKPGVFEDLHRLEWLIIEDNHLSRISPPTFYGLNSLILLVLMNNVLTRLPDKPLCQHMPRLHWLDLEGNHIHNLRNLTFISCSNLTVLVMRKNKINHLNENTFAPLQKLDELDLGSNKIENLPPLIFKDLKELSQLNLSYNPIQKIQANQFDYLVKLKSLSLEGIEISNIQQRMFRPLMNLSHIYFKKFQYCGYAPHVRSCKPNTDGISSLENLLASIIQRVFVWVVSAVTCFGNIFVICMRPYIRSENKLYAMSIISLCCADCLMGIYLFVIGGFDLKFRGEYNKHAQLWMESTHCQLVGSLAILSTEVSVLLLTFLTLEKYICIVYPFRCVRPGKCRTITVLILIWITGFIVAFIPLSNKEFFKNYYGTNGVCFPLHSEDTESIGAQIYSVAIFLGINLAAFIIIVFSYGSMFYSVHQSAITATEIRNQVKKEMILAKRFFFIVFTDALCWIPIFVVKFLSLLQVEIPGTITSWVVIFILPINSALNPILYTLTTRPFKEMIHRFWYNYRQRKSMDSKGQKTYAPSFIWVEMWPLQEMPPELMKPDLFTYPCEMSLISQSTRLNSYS
D1 potentiator – potentiators of human D1 dopamine receptor | HEK293 TREx D1 cells, calcium flux, dopamine EC20 potentiation | potentiation, % at 10 µM | actives 0.036% (n = 360,000) | AID 504651; in the data active = potentiation above about 30%; note: 0% is about no effect
D1 agonist – human D1 receptor agonism; actives 1% (n = 360,000); HEK293 T-REx D1 cells, calcium flux, agonist mode; activation, % at 2 µM; P21728; in the data active = activation above about 30%; note: 0% is about no effect
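Tetracycline-induced HEK293 TREx D1 cells, force-coupled to calcium signalling, were dye-loaded with a no-wash calcium kit. Compound was pin-added after a 10 s baseline. Fluorescence was read kinetically at 1 cycle/s for 180 s, with calcium rises flagged as agonism.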
RXFP1 agonist – RXFP1 (human) receptor agonism | HEK293T-RXFP1 cAMP TR-FRET, 30 min; response scale: percent of porcine relaxin response, buffer zero | Potency, µM (highest dose often 57.5 µM), without a hit: at the highest dose activation, most hits filed as activators | actives 0.3% (n = 370,000) | AID 2676; active = well fitted activation curve with a large enough effect; note: potency is the fitted concentration of half-maximal effect; % is set by controls: 0 for no effect and ±100 for the full control effect; nearly all actives have a fitted effect of over 60% in size; many of its hits are not listed in these tables
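HEK293T cells stably expressing RXFP1 were pretreated with the PDE4 inhibitor Ro 20174, exposed to compounds for 30 min at 37C, lysed, and cAMP was read by TR-FRET. Data normalized to buffer (basal) and 29 nM porcine relaxin (100%).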
D2 antag – antagonists of human D2 dopamine receptor; HEK293 TREx D2 cells, calcium flux, dopamine EC80; inhibition, % at 10 µM; actives 2% (n = 340,000); in the data active = inhibition above about 30%; note: 0% is about no effect
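Calcium mobilization kinetics were recorded at 1 s intervals in tetracycline-induced HEK293 T-REx D2 cells, first for 180 s after compound addition and then 180 s after EC80 dopamine.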
TRHR PAM – allosteric enhancers of human TRH receptor. TRHR cells, fluo-8 calcium fluorescence, EC20 TRH enhancement. enhancement, % at 2 µM. actives 0.66% (n = 360,000); in the data active = enhancement above about 30%; note: 0% is about no effect
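Enhancer read-out: after compound pinning and an initial kinetic agonist-mode read, an EC20 of TRH (10 nM final) was injected and fluo-8 calcium signal (Ex 480/Em 530) followed at 1 s/cycle for 100 cycles in TRHR-expressing cells.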
An asterisk follows results filed as active; / = not tested or not shown. Only part of the results is shown. The share of hits here may be higher or lower than overall.

entry	structure	D2 antag	D1 antag	D2 agonist	RXFP1 agonist	D1 potentiator	TRHR PAM	RXFP1 antag	D1 agonist	D2 PAM
1	Cc1ccc(S(=O)(=O)NNC(=O)c2cccnc2)cc1	3	10	0.4	0.0%	-2	4	2	4	3
2	C=CCSc1nc2c(c(=O)[nH]1)C(c1ccccc1)C(C#N)=C(N)O2 (stereo not drawn)	19	-6	-1.3	2.4%	-1	-3	0	5	-2
3	CCOc1ccc(N/C(N)=N/c2nc(C)cc(C)n2)cc1	/	-5	/	4.3%	-6	12	-5	5	/
4	O=C(CSc1nc2c(c(=O)[nH]1)CCC2)Nc1ccccc1Cl	-7	-13	3.6	1.0%	0	-5	-1	1	/
5	CCOC(=O)c1ccc(NC(=O)c2c(-c3c(F)cccc3Cl)noc2C)cc1	/	-11	-0.3	-1.5%	-4	2	-7	10	2
6	COc1ccc(NC(=O)CSc2nc(O)cc(=O)[nH]2)c(OC)c1	7	0	-0.5	3.5%	-9	4	4	4	-10
7	C=CCN1C(=O)NC2(O)C(=O)c3ccccc3C12O (stereo not drawn)	-33	-7	0.5	-1.5%	-1	2	-14	4	11
8	COC(=O)[C@@]1(Cc2ccc(OC)cc2)[C@H]2c3cc(C(=O)N(C)C)[nH]c3C[C@H]2CN1C(=O)c1ccccc1	-4	-1	-1.2	-0.2%	0	4	/	14	2
9	O=C(COC(=O)CNC(=O)c1ccc(Cl)cc1Cl)NNC(=O)c1ccccc1	-17	-17	-0.1	1.3%	-15	-2	0	0	-4
10	O=c1c2ccccc2nc(/C=C/c2cc(Br)ccc2O)n1CCCO	-16	3	1.1	6.3%	7	6	-1	8	2
11	Cc1ccccc1OCc1ccc(C(=O)N2CC(C)OC(C)C2)o1 (stereo not drawn)	/	11	/	-0.4%	-8	2	-4	4	/
12	Cc1cccc(C)c1NC(=O)C(=O)NCC(c1ccc2c(c1)OCO2)N1CCN(C)CC1 (stereo not drawn)	/	15	1.7	-0.6%	-3	-4	-4	3	7
13	O=C(CN(C(=O)c1csnn1)c1cccc(C(F)(F)F)c1)NCc1ccc(F)cc1	-6	-12	-0.2	-1.9%	-3	-6	2	2	-6
14	Cc1c(OCC(=O)NC(Cc2ccc(Cl)cc2)C(=O)O)ccc2c3c(c(=O)oc12)CCCC3 (stereo not drawn)	/	-5	/	0.9%	0	-1	/	0	/
15	COc1ccccc1/C=C/C(=O)OCC(=O)c1c(N)n(C)c(=O)n(C)c1=O	4	16	1.3	7.6%	-3	4	16	1	4
16	Cc1ccc(S(=O)(=O)N2CCN(C(=O)COC(=O)C3(C)CC3(Cl)Cl)CC2)c(C)c1 (stereo not drawn)	28	15	-0.5	-1.1%	2	-12	2	8	-1
17	COc1ccc(Cl)cc1NC(=O)c1c(NCc2cccnc2)sc2c1CCC(C)C2 (stereo not drawn)	/	9	/	3.4%	2	-4	-18	1	13
18	O=C1Nc2cc(Br)ccc2C1(O)c1ccccc1O (stereo not drawn)	9	4	0.6	3.9%	-1	-12	-7	5	6
19	CC(C)(C)C(=O)OCc1nc(-c2ccc(C(F)(F)F)cc2)cs1	7	-2	-0.1	3.5%	4	-9	-22	6	0
20	COc1cc(C(=O)NNC(=O)CCOc2cccc(Br)c2)cc(OC)c1OC	4	39	-0.1	-0.2%	2	-12	0	1	5
21	Cc1ccc(/C=C2/CCc3c([nH]c4ccccc34)C2=O)cc1	1	29	-0.3	5.6%	-2	3	-14	4	13
22	CCCOc1ccc(/C(O)=C2/C(=O)C(=O)N(CCCn3ccnc3)C2c2cccs2)cc1 (stereo not drawn)	-3	10	-0.4	15%	-7	3	7	0	6
23	CCOc1ccc(/C(O)=C/C(=O)C(=O)Nc2ccc(S(=O)(=O)NC(C)=O)cc2)cc1	-8	12	0.9	4.9%	-1	-3	15	-1	-8
24	C#CCOc1c(Br)cc(/C=C2/C(=O)ON=C2C)cc1OC	-2	-1	0.4	-1.6%	-7	7	-20	1	7
25	Cc1ccc(C2=C(CC(=O)O)C(=O)CC2)cc1	8	7	-0.4	-0.8%	0	-7	-11	2	7
26	NC(=O)C1CCCN(Cc2ccc3ccccc3c2)C1 (stereo not drawn)	-2	-3	0.6	-0.6%	0	26	21	9	-1
27	Cc1cc(/C=C(\C#N)C(=O)OCC(=O)Nc2ccc(OC(F)F)cc2)c(C)n1CC(C)C	-5	-17	0.1	1.8%	7	-3	-12	5	-6
28	Cc1cc(C)n(-c2ccc(C(=O)OCC(=O)Nc3ccc(S(=O)(=O)N4CCOCC4)cc3)cc2)n1	-11	-17	0.3	0.5%	-6	-2	0	4	-10
29	COc1ccc(CC(=O)NCCc2sc(-c3cccc(F)c3)nc2C)cc1	/	11	0.3	1.3%	-1	1	2	6	-5
30	CC1CCCCN1S(=O)(=O)c1ccc2c(c1)oc(=O)n2CC(=O)O (stereo not drawn)	-20	29	-0.4	-1.0%	-2	8	-1	2	4

Some of the entries so far, screen by screen.
26	NC(=O)C1CCCN(Cc2ccc3ccccc3c2)C1 (stereo not drawn)
27	Cc1cc(/C=C(\C#N)C(=O)OCC(=O)Nc2ccc(OC(F)F)cc2)c(C)n1CC(C)C

| Assay by compound | 26 | 27 |
| --- | --- | --- |
| D2 antag | -2 | -5 |
| D1 antag | -3 | -17 |
| D2 agonist | 0.6 | 0.1 |
| RXFP1 agonist | -0.6% | 1.8% |
| D1 potentiator | 0 | 7 |
| TRHR PAM | 26 | -3 |
| RXFP1 antag | 21 | -12 |
| D1 agonist | 9 | 5 |
| D2 PAM | -1 | -6 |

Following part:
entry	structure	D2 antag	D1 antag	D2 agonist	RXFP1 agonist	D1 potentiator	TRHR PAM	RXFP1 antag	D1 agonist	D2 PAM
31	CN1C(=O)N(C)C(c2cccc([N+](=O)[O-])c2)C2=C1CCCC2=O (stereo not drawn)	-7	13	0.9	4.6%	-5	-2	0	2	-2
32	COc1ccc2nc(SCc3ccccc3C)nc(C)c2c1	7	-5	-0.2	3.3%	3	-18	3	14	7
33	O=S(=O)(N1CCCCC1)n1nnc2ccccc21	0	-4	3.3	0.7%	-21	2	-8	-1	2
34	CC(=O)C1=C(c2ccc(C)cc2)N(C(C)=O)n2c(nnc2-c2ccccc2)S1	/	/	0.6	2.1%	-2	18	8	-2	-2
35	CCCN(CCC)CC(O)CN1C(=O)NC(C)(C)C1=O (stereo not drawn)	3	3	1.5	-0.1%	-3	-7	-9	0	-4
36	O=C1C=C(NCC2CCCO2)CC(c2ccccc2)C1 (stereo not drawn)	5	-5	2.0	-0.4%	1	-1	/	1	11
37	COCc1cc(C)nc2sc3c(=O)n(-c4ccccc4C(F)(F)F)nnc3c12	/	6	/	-0.8%	-5	2	-9	1	4
38	CNc1nc(Oc2ccccc2C(=O)OC)nc(SC)n1	-4	-40*	-0.4	1.2%	-5	-6	20	1	-5
39	Cc1cc(S(=O)(=O)NCCCN2CCOCC2)ccc1Br	-3	6	-0.4	0.4%	0	14	-1	0	-19
40	Cc1ccc(SCc2cc(=O)c3c(=O)n(-c4ccccc4)[nH]c3[nH]2)cc1	1	8	-1.3	1.0%	2	6	-13	1	2
41	O=C(NCCCN1CCN(c2ccccc2F)CC1)C1CC(=O)N(C2CCCC2)C1 (stereo not drawn)	84*	2	78*	-0.7%	/	-1	/	1	-18
42	CC1(C)Cc2c(sc3nc(N/N=C/c4ccccc4)[nH]c(=O)c23)CO1	1	-21	-2.6	-0.6%	-2	18	/	2	6
43	CCn1c(=O)c(C(=O)NNC(=O)c2ccccc2)c(O)c2ccccc21	9	-20	1.8	-1.3%	-3	13	-27	18	-10
44	Cc1ccc(NC(=O)c2ccc(Cl)c(NC(=O)c3cccs3)c2)cc1	-9	-24	0.5	1.4%	-8	7	-7	12	-17
45	CC(C)(C)NC(=O)C(c1ccc(O)cc1)N(C(=O)CCC(=O)Nc1nccs1)c1ccccc1F (stereo not drawn)	1	10	0.3	-2.3%	-2	5	-13	0	8

Some of these compounds in order of SMILES length, descending:
entry	structure	D2 antag	D1 antag	D2 agonist	RXFP1 agonist	D1 potentiator	TRHR PAM	RXFP1 antag	D1 agonist	D2 PAM
45	CC(C)(C)NC(=O)C(c1ccc(O)cc1)N(C(=O)CCC(=O)Nc1nccs1)c1ccccc1F (stereo not drawn)	1	10	0.3	-2.3%	-2	5	-13	0	8
31	CN1C(=O)N(C)C(c2cccc([N+](=O)[O-])c2)C2=C1CCCC2=O (stereo not drawn)	-7	13	0.9	4.6%	-5	-2	0	2	-2
43	CCn1c(=O)c(C(=O)NNC(=O)c2ccccc2)c(O)c2ccccc21	9	-20	1.8	-1.3%	-3	13	-27	18	-10
38	CNc1nc(Oc2ccccc2C(=O)OC)nc(SC)n1	-4	-40*	-0.4	1.2%	-5	-6	20	1	-5

Next entries.
entry	structure	D2 antag	D1 antag	D2 agonist	RXFP1 agonist	D1 potentiator	TRHR PAM	RXFP1 antag	D1 agonist	D2 PAM
46	Cc1ccc(NC(=O)c2oc(=O)c3ccccc3c2-c2ccccc2)c(C)c1	-6	1	-1.1	1.1%	-2	7	/	3	13
47	COc1ccc(C(=O)Nc2ccc(NC(C)=O)cc2)cc1S(=O)(=O)N(C)Cc1ccccc1	-5	-12	-0.5	-1.1%	/	-2	7	7	13
48	O=C(Cc1ccc(NC2=NC3CS(=O)(=O)CC3S2)cc1)N1CCN(c2ccc(F)cc2)CC1 (stereo not drawn)	-23	24	0.7	0.7%	-7	0	3	2	-2
49	O=C(CSC1=NCCN1)C1COc2ccccc2O1 (stereo not drawn)	-9	-17	1.2	-0.4%	3	-2	3	0	-13
50	CC(C)(C)NS(=O)(=O)c1cc(C(=O)Nc2sccc2C#N)ccc1Cl	-2	-8	3.4	-0.2%	2	0	-5	19	2
51	COc1ccc([C@H]2CC(=O)C=C(c3c(OC)cccc3OC)C2)cc1	23	-9	0.5	-0.1%	0	6	/	-1	7
52	CCOc1ccc(N2C(=O)/C(=C/c3ccccn3)SC2=S)cc1	-9	-1	-0.5	0.8%	2	2	1	4	1
53	Cc1ccc2c(CC(=O)Nc3ccc(S(=O)(=O)Nc4nc(C)cc(C)n4)cc3)coc2c1	/	7	0.7	-0.1%	1	23	-27	0	-5
54	CC(C)CNC(=O)c1cccc(NC(=O)CSc2ccc(Cl)cc2)c1	3	-12	1.1	1.6%	-4	-4	23	7	5
